D1 potentiator: Potentiators of Human D1 Dopamine Receptor: qHTS; D(1A) dopamine receptor (Homo sapiens), P21728; HEK293 TREx D1 cells, calcium flux, dopamine EC20 potentiation; potentiation, % at 10 µM; 0.036% of 360,000 active; in the data active = potentiation above about 30%; also: 0% is about no effect
D2 PAM: HTS Assay for Positive Allosteric Modulators of the Human D2 Dopamine Receptor: Primary Screen for Potentiators. AID 485347, 2010. HEK293 T-REx D2, calcium flux, EC20 dopamine potentiation. D(2) dopamine receptor (Homo sapiens), P14416. potentiation, % at 10 µM. 0.34% of 340,000 active;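 active = potentiation over 3 SD above the plate norm, cut at about 30% in these data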; also: 0% is about no effect
Target sequence (P14416 whole entry, looked up): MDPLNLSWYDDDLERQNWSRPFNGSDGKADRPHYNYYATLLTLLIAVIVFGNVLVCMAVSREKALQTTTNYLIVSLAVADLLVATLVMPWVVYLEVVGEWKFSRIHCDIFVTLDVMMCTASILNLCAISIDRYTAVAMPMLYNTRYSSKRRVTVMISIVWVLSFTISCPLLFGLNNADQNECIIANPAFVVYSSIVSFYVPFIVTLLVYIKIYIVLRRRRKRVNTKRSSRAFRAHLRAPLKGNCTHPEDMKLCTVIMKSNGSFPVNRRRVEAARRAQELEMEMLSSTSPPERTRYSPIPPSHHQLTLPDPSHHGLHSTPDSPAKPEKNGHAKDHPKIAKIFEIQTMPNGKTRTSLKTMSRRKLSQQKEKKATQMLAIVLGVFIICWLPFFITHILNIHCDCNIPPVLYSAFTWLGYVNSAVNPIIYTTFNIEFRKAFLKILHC
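Potentiation of an EC20 dopamine calcium response measured kinetically over 180 s, after a preceding 180 s compound-only read flagging agonists. Cells: inducible Hek293 Trex D2 line, 4000/well, cultured overnight at 30 C before dye loading.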
RXFP1 ag: qHTS Assay for Agonists of the Relaxin Receptor RXFP1. Relaxin receptor 1 (Homo sapiens), Q9HBX9. 0.3% of 370,000 active. Potency, µM (top dose mostly 57.5 µM), inactives show at the top dose activation, hits mostly activators. HEK293T-RXFP1 cAMP TR-FRET, 30 min; response scale: percent of porcine relaxin response, buffer zero; active = well fitted activation curve with a large enough effect; also: potency is read from the fitted curve at half-maximal effect; % is scaled to controls: 0 for no effect and ±100 for the full control effect; nearly all actives have a fitted effect of over 60% in size; many of its hits are not listed in these tables
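HEK293T cells stably expressing RXFP1 were pretreated with the PDE4 inhibitor Ro 20174, exposed to compounds for 30 min at 37C, lysed, and cAMP was read by TR-FRET. Data normalized to buffer (basal) and 29 nM porcine relaxin (100%).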
D2 agonist: HTS Assay for Allosteric Agonists of the Human D2 Dopamine Receptor: Primary Screen for Agonists; D(2) dopamine receptor (Homo sapiens), P14416; HEK293 T-REx D2 cells, calcium flux agonist mode; activation, % at 2 µM; 0.53% of 340,000 active;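 active = activation over 3 SD above normal in the single-dose calcium agonist read, cut at about 30% in these data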; also: 0% is about no effect
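Agonism scored from kinetic calcium signal (1 read/sec, 180 s) following compound pin transfer, after a 10 s baseline. Cells: HEK293 Trex line expressing inducible D2 receptor coupled to calcium, dye-loaded after overnight culture at 30 C.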
RXFP1 antagonist: qHTS Assay for Antagonists of the Relaxin Receptor RXFP1; activity change, negative = inhibition, % at 57.5 µM; HEK293-RXFP1, relaxin-stimulated cAMP HTRF, 30 min; active compounds read low; 0.59% of 350,000 active; Relaxin receptor 1 (Homo sapiens), Q9HBX9;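 active = activity change of -60% or lower, but not beyond a set lower limit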; also: % is scaled to controls: 0 for no effect and ±100 for the full control effect
D2 antag: HTS Assay for Allosteric Antagonists of the Human D2 Dopamine Receptor: Primary Screen for Antagonists; D(2) dopamine receptor (Homo sapiens), P14416; inhibition, % at 10 µM; 2% of 340,000 active; HEK293 TREx D2 cells, calcium flux, dopamine EC80; in the data active = inhibition above about 30%; also: 0% is about no effect
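Calcium mobilization kinetics were recorded at 1 s intervals in tetracycline-induced HEK293 T-REx D2 cells, first for 180 s after compound addition and then 180 s after EC80 dopamine.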
D1 antag: Antagonist of Human D 1 Dopamine Receptor: qHTS | HEK293 TREx D1 cells, calcium flux, dopamine EC80; active compounds read low | activity change, negative = inhibition, % at 10 µM | 3.2% of 360,000 active | AID 504652, 2011; in the data active = activity change below about -30%; also: % is scaled to controls: 0 for no effect and ±100 for the full control effect
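Compound effects on dopamine-evoked calcium signalling were measured in tetracycline-induced HEK293 Trex D1 cells. Dopamine at EC80 followed a 180 s compound pre-read, and fluorescence was tracked kinetically for 180 s more.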
D1 ag: Allosteric Agonists of the Human D1 Dopamine Receptor: qHTS. D(1A) dopamine receptor (Homo sapiens), P21728. HEK293 T-REx D1 cells, calcium flux, agonist mode. activation, % at 2 µM. 1% of 360,000 active. AID 504660, 2011; in the data active = activation above about 30%; also: 0% is about no effect
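Inducible HEK293 T-REx D1 cells, force-coupled to calcium signalling, were plated at 4000 cells/well with tetracycline and held overnight at 30 C. After no-wash calcium dye loading, compound-evoked calcium rise over 180 s flagged agonists.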
TRHR enhancer: qHTS for Small Molecule Agonists and Allosteric Enhancers of Human TRH Receptor: Primary Screen for Enhancers. 0.66% of 360,000 active. TRHR cells, fluo-8 calcium fluorescence, EC20 TRH enhancement. AID 493056, 2011. Thyrotropin-releasing hormone receptor (Homo sapiens), P34981. enhancement, % at 2 µM; in the data active = enhancement above about 30%; also: 0% is about no effect
Target sequence (P34981 whole entry, looked up): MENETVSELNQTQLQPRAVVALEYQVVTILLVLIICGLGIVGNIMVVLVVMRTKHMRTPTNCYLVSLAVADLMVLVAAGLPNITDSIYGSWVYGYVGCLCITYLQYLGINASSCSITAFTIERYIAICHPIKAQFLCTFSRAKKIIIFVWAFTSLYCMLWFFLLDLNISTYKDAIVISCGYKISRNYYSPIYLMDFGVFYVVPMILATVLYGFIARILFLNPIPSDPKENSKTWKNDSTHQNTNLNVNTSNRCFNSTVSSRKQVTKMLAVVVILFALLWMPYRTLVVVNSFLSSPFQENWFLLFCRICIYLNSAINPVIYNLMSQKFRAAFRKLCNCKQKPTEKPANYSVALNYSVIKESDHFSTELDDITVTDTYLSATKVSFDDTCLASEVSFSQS
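Enhancer read-out: after compound pinning and an initial kinetic agonist-mode read, an EC20 of TRH (10 nM final) was injected and fluo-8 calcium signal (Ex 480/Em 530) followed at 1 s/cycle for 100 cycles in TRHR-expressing cells.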
Active calls of the source: *.

For CC(=O)c1c(N2CCCCC2)nc(=O)n(-c2ccccc2)c1C the results were D1 potentiator -5, D2 PAM 1, RXFP1 ag 1.1%, D2 agonist 0.3, RXFP1 antagonist 0, D2 antag -9, D1 antag 4, D1 ag 3 and TRHR enhancer 10.
CCOc1ccc(CCNC(=O)COC(=O)CCS(=O)(=O)c2ccc(C)cc2)cc1OCC was read as D1 potentiator -11, D2 PAM -9, RXFP1 ag 1.0%, D2 agonist 0.0, RXFP1 antagonist -20, D2 antag -16, D1 antag -19, D1 ag 4 and TRHR enhancer -9.
Cc1ccc(C)c(NC(=O)C(OC(=O)c2ccc(CO)cc2)c2ccccc2)c1 (stereo not drawn) was read as D1 potentiator 0, D2 PAM -4, RXFP1 ag 0.5%, D2 agonist -0.4, RXFP1 antagonist -6, D2 antag 8, D1 antag 6, D1 ag 2 and TRHR enhancer 2.
Screening Cn1c(=O)c2c(ncn2CC(=O)Nc2cc(Cl)cc(Cl)c2)n(C)c1=O returned D1 potentiator -2, D2 PAM 5, RXFP1 ag 7.4%, D2 agonist 0.8, D1 antag -2, D1 ag 15 and TRHR enhancer -6.
For CCOC(=O)c1cnc2c(OC)cccc2c1N1CCN(c2ccccn2)CC1 the results were D1 potentiator -4, D2 PAM -10, RXFP1 ag 1.2%, D2 agonist -2.3, RXFP1 antagonist -26, D2 antag -29, D1 antag -7, D1 ag 1 and TRHR enhancer -4.
For Cc1ccsc1CN(C(=O)c1ccc(OCC(C)C)cc1)C1CCS(=O)(=O)C1 (stereo not drawn) the results were D1 potentiator 2, D2 PAM 12, RXFP1 ag -0.7%, RXFP1 antagonist -16, D1 antag 6, D1 ag 4 and TRHR enhancer 1.
CN(C(=O)Cn1cc(C(F)(F)F)cc(Cl)c1=O)C1CCS(=O)(=O)C1 (stereo not drawn) was read as D1 potentiator -1, D2 PAM -9, RXFP1 ag 0.1%, D2 agonist 0.6, RXFP1 antagonist 3, D2 antag -21, D1 antag -5, D1 ag 1 and TRHR enhancer -9.
For Cc1cccc(C)c1NC(=O)c1oc2ccc3c(c2c1C)C(=O)CC(C)(C)O3 the results were D1 potentiator 2, D2 PAM 1, RXFP1 ag -1.4%, D2 agonist -1.0, D1 antag 5, D1 ag 5 and TRHR enhancer -6.
Screening Cc1cc(C)n(-c2ccc([N+](=O)[O-])cc2)n1 returned D1 potentiator -5, D2 PAM -2, RXFP1 ag 4.0%, D2 agonist -0.7, RXFP1 antagonist -1, D2 antag 34*, D1 antag 8, D1 ag -1 and TRHR enhancer 1.
For Cc1c(Cl)cccc1NC(=O)CCS(=O)(=O)c1cccc2nsnc12 the results were D1 potentiator -1, D2 PAM -15, RXFP1 ag 0.2%, D2 agonist 0.7, D1 antag -25, D1 ag 0 and TRHR enhancer -17.
Screening COc1ccccc1NC(=O)c1c(C)cc(C)nc1SCC(=O)Nc1ccc(C)cc1 returned D1 potentiator 1, D2 PAM 1, RXFP1 ag -0.8%, D2 agonist -0.2, RXFP1 antagonist -12, D1 antag -10, D1 ag 0 and TRHR enhancer 21.
For CNC(=S)N(Cc1ccccc1)Cc1cccnc1 the results were D1 potentiator -2, D2 PAM -3, RXFP1 ag -3.4%, D2 agonist 0.3, RXFP1 antagonist 1, D2 antag 6, D1 antag 2, D1 ag 1 and TRHR enhancer -5.

A portion taken from the entries so far:
For CC(=O)c1c(N2CCCCC2)nc(=O)n(-c2ccccc2)c1C the results were D1 potentiator -5, D2 PAM 1, RXFP1 ag 1.1%, D2 agonist 0.3, RXFP1 antagonist 0, D2 antag -9, D1 antag 4, D1 ag 3 and TRHR enhancer 10.
CCOc1ccc(CCNC(=O)COC(=O)CCS(=O)(=O)c2ccc(C)cc2)cc1OCC was read as D1 potentiator -11, D2 PAM -9, RXFP1 ag 1.0%, D2 agonist 0.0, RXFP1 antagonist -20, D2 antag -16, D1 antag -19, D1 ag 4 and TRHR enhancer -9.
Cc1ccc(C)c(NC(=O)C(OC(=O)c2ccc(CO)cc2)c2ccccc2)c1 (stereo not drawn) was read as D1 potentiator 0, D2 PAM -4, RXFP1 ag 0.5%, D2 agonist -0.4, RXFP1 antagonist -6, D2 antag 8, D1 antag 6, D1 ag 2 and TRHR enhancer 2.
Screening Cn1c(=O)c2c(ncn2CC(=O)Nc2cc(Cl)cc(Cl)c2)n(C)c1=O returned D1 potentiator -2, D2 PAM 5, RXFP1 ag 7.4%, D2 agonist 0.8, D1 antag -2, D1 ag 15 and TRHR enhancer -6.
For CCOC(=O)c1cnc2c(OC)cccc2c1N1CCN(c2ccccn2)CC1 the results were D1 potentiator -4, D2 PAM -10, RXFP1 ag 1.2%, D2 agonist -2.3, RXFP1 antagonist -26, D2 antag -29, D1 antag -7, D1 ag 1 and TRHR enhancer -4.
For Cc1ccsc1CN(C(=O)c1ccc(OCC(C)C)cc1)C1CCS(=O)(=O)C1 (stereo not drawn) the results were D1 potentiator 2, D2 PAM 12, RXFP1 ag -0.7%, RXFP1 antagonist -16, D1 antag 6, D1 ag 4 and TRHR enhancer 1.

Following part.
Cc1ccc(-c2nc3ccccc3o2)cc1NC(=O)c1ccc2c(c1)OCO2 was read as D1 potentiator -2, D2 PAM -9, RXFP1 ag 1.5%, RXFP1 antagonist 5, D1 antag -5, D1 ag 3 and TRHR enhancer 1.
`C#CCN1C(=O)C2C(C(=O)NC)C3C=CC2(O3)C1C(=O)NCc1ccc(OC)cc1` (stereo not drawn) gave D1 potentiator -3, RXFP1 ag -0.9%, RXFP1 antagonist 4, D1 antag 2, D1 ag 3 and TRHR enhancer 2.
`C/C(=N\Nc1ncc(Cl)cc1Cl)c1ccc(S(=O)(=O)NCc2ccco2)cc1` gave D1 potentiator -5, D2 PAM -4, RXFP1 ag -0.1%, D2 agonist -1.5, RXFP1 antagonist -18, D2 antag 3, D1 antag -4, D1 ag 0 and TRHR enhancer -7.
O=C(Nc1ccc2[nH]ncc2c1)c1ccccc1Cl was read as D1 potentiator -2, D2 PAM 8, RXFP1 ag 0.1%, D2 agonist 0.6, RXFP1 antagonist -5, D2 antag -2, D1 antag 2, D1 ag 0 and TRHR enhancer 2.
COC(c1ccccc1)c1nnc(CCC(=O)NCCc2ccc(Cl)cc2)o1 (stereo not drawn) was read as D1 potentiator -5, D2 PAM -3, RXFP1 ag 0.4%, D2 agonist -0.3, RXFP1 antagonist -5, D2 antag -8, D1 antag 2, D1 ag -1 and TRHR enhancer -7.
CC1CN(CCOc2ccc(Cl)cc2Cl)CC(C)O1 (stereo not drawn) was read as D1 potentiator -4, D2 PAM -25, RXFP1 ag 0.4%, D2 agonist -0.1, RXFP1 antagonist -19, D2 antag -31, D1 antag -14, D1 ag 1 and TRHR enhancer 1.
CC(=O)N1CCN(c2ccccc2NC(=O)c2cc(Br)ccc2Cl)CC1 was read as D1 potentiator -3, D2 PAM -2, RXFP1 ag -0.2%, D2 agonist 2.1, RXFP1 antagonist -11, D2 antag 3, D1 antag -14, D1 ag 0 and TRHR enhancer -20.
CCOc1ccc(NC(=O)N(CCN(C)C)C(C)c2ccncc2)cc1 (stereo not drawn) was read as D1 potentiator 3, D2 PAM 1, RXFP1 ag 2.1%, D2 agonist 1.6, D2 antag -4, D1 antag 1, D1 ag 0 and TRHR enhancer 0.
CNS(=O)(=O)c1cccc(C(=O)OCC(=O)N(CCC#N)c2ccccc2)c1 was read as D1 potentiator 1, D2 PAM 0, RXFP1 ag 1.4%, D2 agonist 1.4, RXFP1 antagonist -5, D2 antag 14, D1 antag 7, D1 ag 1 and TRHR enhancer 9.
CCOC(=O)Cc1csc(NC(=O)COc2ccc3c(C)cc(=O)oc3c2)n1 was read as D1 potentiator -4, D2 PAM 4, RXFP1 ag -2.5%, D2 agonist 0.2, RXFP1 antagonist -3, D2 antag 8, D1 antag 8, D1 ag 2 and TRHR enhancer -4.
Screening Cc1ccc(CS(=O)Cc2ccc(C(=O)NC3CCCC(C)C3C)o2)cc1 (stereo not drawn) returned D1 potentiator -5, D2 PAM -2, RXFP1 ag 0.9%, D2 agonist -1.1, RXFP1 antagonist -5, D2 antag -8, D1 antag 13, D1 ag 1 and TRHR enhancer -5.
Screening CC(=O)C(Sc1nc(NC(C)(C)C)nc(N(C)C)n1)C(C)=O returned D1 potentiator -4, D2 PAM -8, RXFP1 ag 0.7%, D2 agonist 1.8, RXFP1 antagonist 5, D2 antag 8, D1 antag 1, D1 ag 1 and TRHR enhancer -4.
CNC(=O)c1nnc(Cc2ccc(Cl)cc2)o1 was read as D2 PAM 5, RXFP1 ag 0.5%, D2 agonist -0.6, D2 antag 10, D1 antag -25, D1 ag 5 and TRHR enhancer 4.
COc1ccc(NC(=O)/C(C#N)=C\C=C\c2ccco2)cc1 was read as D1 potentiator -8, D2 PAM 7, RXFP1 ag -0.3%, D2 agonist 1.2, RXFP1 antagonist -11, D2 antag 0, D1 antag 18, D1 ag 2 and TRHR enhancer -2.
Screening C/C(CC(=O)NCCc1ccccc1)=N\NC(=O)COc1ccc(Br)cc1 returned D1 potentiator 7, D2 PAM -4, RXFP1 ag 0.7%, D2 agonist 0.6, RXFP1 antagonist -2, D2 antag -5, D1 antag -17, D1 ag 0 and TRHR enhancer 8.
Cc1sc2ncnc(SCC(=O)NC(C)C(C)C)c2c1C (stereo not drawn) was read as D1 potentiator 0, D2 PAM 8, RXFP1 ag 6.7%, D2 agonist -0.6, RXFP1 antagonist 0, D2 antag 4, D1 antag -8, D1 ag 1 and TRHR enhancer 6.
`O=C(Nc1ccccc1)OCC1CCCN2CCCCC12` (stereo not drawn) gave D1 potentiator -2, D2 PAM -17, RXFP1 ag -0.2%, D2 agonist 1.1, RXFP1 antagonist -6, D2 antag 7, D1 antag -15, D1 ag 7 and TRHR enhancer -3.
For O=C(NCCn1cc(SCc2ccc(Cl)cc2)c2ccccc21)c1cccs1 the results were D1 potentiator -5, D2 PAM -2, RXFP1 ag 1.4%, D1 antag -12, D1 ag -1 and TRHR enhancer -6.

Screening data as filed in PubChem.

Only part of the results is shown, so the mix of outcomes need not match the whole.
